IDE inh: human IDE inhibitors in live cells, primary screen, fluorescence polarization, HEK cells, FAbetaB substrate; Insulin-degrading enzyme (Homo sapiens), P14735; FAbetaB cleavage; inhibition, % at 5.59 µM; 320,000 compounds, 0.41% hits; AID 434962, 2010;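 active means percent inhibition above the average of all tested compounds plus 3 SD, set per screening campaign, cut at about 16% in these data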;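 further: IDE supplied by intact live HEK cells; FP after avidin binding of uncleaved biotin substrate so inhibition keeps polarization high; 0% = DMSO wells and 100% = 60 µM reference IDE inhibitor Ii1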
CRFBP-R2 agonist: agonists of CRF-BP/CRF-R2 complex, primary screen, cell-based, HEK293, calcium dye fluorescence, uHTS; AID 588473, 2011; activation, % at 13.2 µM; calcium dye fluorescence (FLIPR); percent of saturating CRF peptide response; 350,000 compounds, 0.46% hits; CRF-binding protein / CRF receptor 2 complex (human);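 active means activation of at least 50%, plus an integration ratio under a set limit after plate pattern correction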;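 further: plate controls were neutral control wells without compound for no effect and CRF at EC100 for full effect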
p-CIP stab down: p/CIP-EGFP fusion destabilizers, primary screen, fluorescence, F442A cells | 16 h | 290,000 compounds, 0.01% hits | Q05BA5 | AID 1984, 2009 | decrease of EGFP signal, % at 10 µM;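 active means EGFP signal decrease of at least 30% at 10 µM or well 3 SD below plate mean, unless failing retest; inactive means the rest, including hits failing retest or dose response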; further: some compounds called inactive have numbers as strong as hits; many of its hits are not listed in these tables
CRFR2-BP antag: antagonists of CRF-BP/CRF-R2 complex, primary screen, cell-based, HEK293, calcium dye fluorescence, uHTS | CRF-induced calcium fluorescence | inhibition, % at 11.8 µM | 350,000 compounds, 0.59% hits;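 active means inhibition of the ligand-induced calcium signal above about 50% at the single tested concentration, limit read from the data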
MEKK3 PB1 HTS: modulators of MEKK3-MEK5 PB1 binding, primary screen, biochemical, wildtype MEKK3, multiplex bead flow cytometry, Alexa488-MEK5; AID 1529, 2009; 290,000 compounds, 1.4% hits; bead-based flow cytometry, Alexa488-MEK5 binding to MEKK3; actives lie on both sides; 0 = blocked by unlabeled MEK5, 100 = vehicle; binding response (% of control), % at 10 µM;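 active means binding response more than 3 SD above or below the average of its plate-row segment, actives on both sides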;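 further: Alexa488 bead fluorescence after subtracting the streptavidin-only scavenger bead signal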
IDE cell activ: human IDE activators in live cells, primary screen, fluorescence polarization, HEK cells, FAbeta-B substrate | FAbeta-B cleavage; 0% vehicle, 100% cell-free pure enzyme wells | Insulin-degrading enzyme (Homo sapiens), P14735 | 340,000 compounds, 0.073% hits | activation, % at 5.96 µM;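 active means activation above the mean of all tested compounds plus 3 SD, set per screening campaign, cut at about 17% in these data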
CHRM4 PAM: human M4 muscarinic receptor positive allosteric modulators, primary screen, CHO-K1 cells, Fluo-8 calcium fluorescence | Muscarinic acetylcholine receptor M4 (Homo sapiens), P08173 | CHO-K1 hM4/Gqi5, ACh EC20; 0% = ACh EC20, 100% = maximal ACh | activation, % at 3 µM | 360,000 compounds, 0.4% hits | AID 624126, 2012;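 active means activation above its plate's cutoff, the mean activation of sample wells plus 3 SD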; further: some results filed as inactive read as strong as hits
GalR3 antagonist: GalR3 antagonists in HEK293 cells, primary screen, cell-based, fluorescence readout | Galanin receptor type 3 (Homo sapiens), O60755 | HEK293 GalR3-CNG cAMP membrane potential fluorescence; galR3 body fused to GalR1 C-terminus | inhibition, % at 3 µM | 360,000 compounds, 0.44% hits | AID 651719, 2012;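 active means inhibition above the screen-wide average plus 3 SD, cut at about 13% in these data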;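 further: forskolin and galanin both at EC90 stimulate the cells; cAMP rise reported by CNG channel membrane potential dye signal; 0% = forskolin plus galanin with DMSO and 100% = forskolin alone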
Target sequence (O60755 1-299 limits assumed): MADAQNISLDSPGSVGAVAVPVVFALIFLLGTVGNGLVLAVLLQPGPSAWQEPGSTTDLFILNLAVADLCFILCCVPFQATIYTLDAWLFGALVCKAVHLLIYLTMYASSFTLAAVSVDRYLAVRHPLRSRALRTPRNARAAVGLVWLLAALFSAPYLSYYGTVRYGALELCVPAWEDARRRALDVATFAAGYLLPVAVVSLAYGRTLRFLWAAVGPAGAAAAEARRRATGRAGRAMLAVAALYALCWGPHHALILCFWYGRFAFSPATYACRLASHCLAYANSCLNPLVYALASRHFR
PHOSPHO1 inh: PubChem AID 1565; recombinant PHOSPHO1, absorbance phosphatase assay; 290,000 compounds, 1.1% hits; inhibition, % at 13.3 µM; in the data active means inhibition above about 60%
Target sequence (Q8TCT1 whole entry, looked up): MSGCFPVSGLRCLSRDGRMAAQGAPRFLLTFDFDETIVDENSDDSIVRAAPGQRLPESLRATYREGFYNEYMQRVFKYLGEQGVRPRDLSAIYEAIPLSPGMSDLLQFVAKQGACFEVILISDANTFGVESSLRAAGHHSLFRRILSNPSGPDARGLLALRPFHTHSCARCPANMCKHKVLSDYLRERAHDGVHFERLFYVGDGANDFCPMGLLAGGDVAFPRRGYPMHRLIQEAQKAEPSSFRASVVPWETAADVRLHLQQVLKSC
* hit, by the source's call; . = no result given.

IDE inh | CRFBP-R2 agonist | p-CIP stab down | CRFR2-BP antag | MEKK3 PB1 HTS | IDE cell activ | CHRM4 PAM | GalR3 antagonist | PHOSPHO1 inh | SMILES
4 | -2.1 | -13 | -6 | 98 | 0 | -2 | -1 | 26 | Cc1nnc(SCC(=O)Nc2ccc3c(c2)OCCO3)n1N
2 | -10 | -10 | -17 | 101 | 3 | 2 | -4 | -2 | O=C1NC2(CCCCC2)C(=O)N1CC(=O)N(Cc1ccccc1)c1ccccc1
8 | -0.8 | . | 2 | . | 1 | 6 | -2 | . | COc1ccc(-n2nnnc2SCC(=O)Nc2c(C)n[nH]c2C)cc1
-3 | -0.8 | 2 | -16 | 101 | 2 | -2 | -9 | 24 | CCC(=O)N(Cc1cc2ccc(C)cc2[nH]c1=O)c1ccccc1OC
1 | 3.4 | -20 | -16 | 105 | -2 | 0 | -7 | -1 | CCCOc1ccccc1NC(=O)CC1Nc2ccccc2NC1=O (stereo unspecified)
0 | -3.2 | 7 | 1 | 103 | 3 | -6 | -5 | 12 | COc1cccc(-c2nc(CS(=O)(=O)CC(=O)Nc3ccccc3C)c(C)o2)c1
0 | 5.5 | -3 | -17 | 98 | 3 | -4 | 2 | 24 | CSCC[C@H](NC(=O)c1cccs1)C(=O)N1CCC2(CC1)NCCc1[nH]cnc12
1 | -0.2 | -14 | 4 | 107 | 2 | -3 | -7 | 20 | CCOC(=O)C(Cc1ccccc1)(Cc1ccccc1)C(C)=O
1 | -0.8 | 3 | 16 | 100 | 9 | 7 | -8 | -5 | CCN(CC)S(=O)(=O)c1ccc(N2CCOCC2)c(NC(=O)c2cc3ccccc3oc2=O)c1
-2 | 0.2 | -14 | -2 | 106 | 3 | -7 | -5 | 34 | COc1cccc(OC)c1C(=O)Nc1cccc(NC(=O)c2cccs2)c1
0 | -0.8 | -7 | -1 | 103 | 1 | 7 | 1 | -14 | CC(C)(C)OC(=O)N/N=C/c1ccc(C(=O)O)cc1
0 | -0.8 | 1 | -7 | 101 | 6 | -10 | -3 | 11 | Clc1ccc(OCc2nc(-c3ccncc3)no2)cc1
0 | -1.4 | -1 | 1 | 108 | 4 | -3 | -7 | 24 | COc1ccc(CNC(=O)c2cncc(Br)c2)cc1
2 | -2.5 | . | -23 | . | -5 | -5 | -4 | . | CC(=O)c1sc(NC(=O)CSCc2c(C)noc2C)nc1-c1ccccc1
4 | -1.0 | -1 | -23 | 62 | 3 | 2 | -4 | -4 | COC(=O)c1sc(-c2ccccc2)cc1NC(=O)c1ccccc1
-1 | 1.3 | -5 | -41 | 103 | 5 | -3 | . | -15 | Cc1cccc(NC(=O)/C(=C\c2cccs2)NC(=O)c2ccccc2)c1
0 | 0.8 | . | 4 | . | 5 | 2 | 4 | . | CCc1ccc(N2CC(C(=O)Nc3ccc4c(c3)OCO4)CC2=O)cc1 (stereo unspecified)
2 | -0.2 | 13 | -4 | 98 | 8 | 7 | -9 | 2 | CC(Oc1ccccc1)C(=O)N=C1SC2CS(=O)(=O)CC2N1CCc1ccccc1 (stereo unspecified)
0 | 0.5 | -9 | -22 | 100 | -4 | -1 | 1 | 25 | CC1CCc2[nH]c3ccc(C(=O)Nc4ccc(C(=O)N(C)C)cc4)cc3c2C1 (stereo unspecified)
-5 | 2.8 | 4 | -48 | 99 | -2 | 1 | -14 | 1 | CCCCC(O)(c1ccc(OC)cc1)C(CN1CCOCC1)c1ccccc1 (stereo unspecified)
1 | -0.6 | -6 | -20 | 104 | 2 | -4 | -5 | 31 | O=C(OCC(=O)N1CCCC1)c1cc(Cl)ccc1Cl
-1 | 0.7 | -8 | -8 | 108 | . | 1 | 3 | 33 | CCc1cc(C(=O)c2ccc(OC)cc2)c(NC(=O)CCC(=O)O)s1
3 | -1.3 | -5 | -6 | 103 | 5 | -4 | -5 | 28 | CCN(CC)S(=O)(=O)c1cccc(C(=O)Nc2nnc(C)s2)c1
-3 | -0.3 | 1 | -42 | 95 | -2 | 5 | -1 | 98* | COc1ccc(S(=O)(=O)Nc2nnc(C(C)(C)C)s2)cc1
3 | 0.5 | -10 | -8 | 101 | -1 | 13 | 5 | -4 | O=[N+]([O-])c1ccc(CN2CCOCCOCCOCC2)cc1
4 | -0.1 | -6 | -3 | 98 | -6 | 9 | 1 | 23 | C=CCn1c(C(CCCC)CC(O)COCCC)n[nH]c1=S (stereo unspecified)
7 | -0.3 | -3 | -4 | 89 | 1 | 0 | -4 | 46 | CC1CCCN(CCCNC(=O)c2coc3nc4ccccc4nc23)C1 (stereo unspecified)
4 | -0.4 | 8 | 15 | 108 | -3 | 3 | -6 | -2 | O=C(COc1cc(=O)n2c(n1)SCCC2)c1ccccc1

Taken from above:
In MEKK3 PB1 HTS, `COC(=O)c1sc(-c2ccccc2)cc1NC(=O)c1ccccc1` is entered as 62
In IDE inh, `CCc1ccc(N2CC(C(=O)Nc3ccc4c(c3)OCO4)CC2=O)cc1` (stereo unspecified) is entered as 0

Entries above containing an aryl methoxy group (8):
IDE inh | CRFBP-R2 agonist | p-CIP stab down | CRFR2-BP antag | MEKK3 PB1 HTS | IDE cell activ | CHRM4 PAM | GalR3 antagonist | PHOSPHO1 inh | SMILES
8 | -0.8 | . | 2 | . | 1 | 6 | -2 | . | COc1ccc(-n2nnnc2SCC(=O)Nc2c(C)n[nH]c2C)cc1
-3 | -0.8 | 2 | -16 | 101 | 2 | -2 | -9 | 24 | CCC(=O)N(Cc1cc2ccc(C)cc2[nH]c1=O)c1ccccc1OC
0 | -3.2 | 7 | 1 | 103 | 3 | -6 | -5 | 12 | COc1cccc(-c2nc(CS(=O)(=O)CC(=O)Nc3ccccc3C)c(C)o2)c1
-2 | 0.2 | -14 | -2 | 106 | 3 | -7 | -5 | 34 | COc1cccc(OC)c1C(=O)Nc1cccc(NC(=O)c2cccs2)c1
0 | -1.4 | -1 | 1 | 108 | 4 | -3 | -7 | 24 | COc1ccc(CNC(=O)c2cncc(Br)c2)cc1
-5 | 2.8 | 4 | -48 | 99 | -2 | 1 | -14 | 1 | CCCCC(O)(c1ccc(OC)cc1)C(CN1CCOCC1)c1ccccc1 (stereo unspecified)
-1 | 0.7 | -8 | -8 | 108 | . | 1 | 3 | 33 | CCc1cc(C(=O)c2ccc(OC)cc2)c(NC(=O)CCC(=O)O)s1
-3 | -0.3 | 1 | -42 | 95 | -2 | 5 | -1 | 98* | COc1ccc(S(=O)(=O)Nc2nnc(C(C)(C)C)s2)cc1

From PubChem BioAssay
